NSD2 inh: inhibitors of human NSD2 methyltransferase; O96028; NSD2-SET H3K36me1 DELFIA fluorescence, biochemical; inhibition, % at 12.5 µM; actives 0.07% (n = 44,000); in the data active = inhibition above about 54%, passing the limit was not always enough;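 note: inhibitors reduce the monomethyl H3K36 fluorescence signal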
Target sequence (O96028 whole entry, looked up): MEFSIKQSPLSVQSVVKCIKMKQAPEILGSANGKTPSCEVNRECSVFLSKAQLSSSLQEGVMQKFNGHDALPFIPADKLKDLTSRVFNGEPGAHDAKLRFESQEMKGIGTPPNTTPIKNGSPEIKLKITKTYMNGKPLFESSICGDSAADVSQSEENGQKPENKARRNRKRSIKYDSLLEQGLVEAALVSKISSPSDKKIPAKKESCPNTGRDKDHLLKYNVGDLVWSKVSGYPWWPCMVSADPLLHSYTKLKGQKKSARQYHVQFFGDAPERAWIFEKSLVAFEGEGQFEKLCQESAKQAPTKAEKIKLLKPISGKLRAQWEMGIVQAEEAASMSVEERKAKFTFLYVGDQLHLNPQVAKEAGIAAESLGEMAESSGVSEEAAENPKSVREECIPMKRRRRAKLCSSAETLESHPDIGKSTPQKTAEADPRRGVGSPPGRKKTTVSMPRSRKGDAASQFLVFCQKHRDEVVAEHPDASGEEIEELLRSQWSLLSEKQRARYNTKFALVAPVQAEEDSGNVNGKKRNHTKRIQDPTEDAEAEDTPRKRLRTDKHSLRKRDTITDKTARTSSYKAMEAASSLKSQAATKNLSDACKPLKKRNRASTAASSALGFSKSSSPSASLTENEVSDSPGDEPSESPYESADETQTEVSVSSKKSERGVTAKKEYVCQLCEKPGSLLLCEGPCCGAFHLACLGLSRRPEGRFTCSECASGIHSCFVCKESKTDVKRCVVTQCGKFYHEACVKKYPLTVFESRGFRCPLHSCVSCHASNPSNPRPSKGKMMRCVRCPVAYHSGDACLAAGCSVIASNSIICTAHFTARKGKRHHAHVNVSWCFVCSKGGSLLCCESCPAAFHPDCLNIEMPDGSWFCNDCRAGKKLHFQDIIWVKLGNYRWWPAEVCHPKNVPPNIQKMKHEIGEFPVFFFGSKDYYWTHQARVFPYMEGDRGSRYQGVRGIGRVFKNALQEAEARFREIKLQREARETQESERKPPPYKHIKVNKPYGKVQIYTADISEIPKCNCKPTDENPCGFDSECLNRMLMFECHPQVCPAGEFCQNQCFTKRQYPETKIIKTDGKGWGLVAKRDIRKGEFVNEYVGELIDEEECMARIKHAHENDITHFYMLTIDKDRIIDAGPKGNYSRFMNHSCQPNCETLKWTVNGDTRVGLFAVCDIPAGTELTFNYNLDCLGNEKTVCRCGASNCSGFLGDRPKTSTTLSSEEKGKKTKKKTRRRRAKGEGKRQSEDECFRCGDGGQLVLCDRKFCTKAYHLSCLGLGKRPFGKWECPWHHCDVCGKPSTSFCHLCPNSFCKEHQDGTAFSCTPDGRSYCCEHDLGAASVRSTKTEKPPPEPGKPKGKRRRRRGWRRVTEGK
An asterisk follows results filed as active. This is a subset. The share of hits here may be higher or lower than overall.

SMILES	NSD2 inh
C[C@H](CO)N1C[C@H](C)[C@H](CN(C)CC2CCOCC2)Oc2cc(C#Cc3cccnc3)ccc2S1(=O)=O	0.7
C[C@@H]1CN([C@@H](C)CO)C(=O)c2cc(-c3ccncc3)cnc2O[C@H]1CN(C)C(=O)C1CC1	2.3
C[C@@H]1CN([C@H](C)CO)C(=O)Cc2cc(NC(=O)Cc3cn(C)c4ccccc34)ccc2O[C@H]1CN(C)CC1CCCCC1	-6.1
Cc1ccc(-c2cnc3c(c2)C(=O)N([C@H](C)CO)C[C@H](C)[C@@H](CN(C)C(=O)c2cccnc2)O3)cc1	-4.8
COc1ccc(NC(=O)Nc2ccc3c(c2)CC(=O)N([C@@H](C)CO)C[C@@H](C)[C@H](CN(C)C(=O)Nc2ccc(C(F)(F)F)cc2)O3)cc1	-5.0
C[C@H](CO)N1C[C@H](C)[C@@H](CN(C)Cc2ccc(C(=O)Nc3ccccc3N)cc2)Oc2ccc(NC(=O)NC3CCCCC3)cc2CC1=O	2.9
CC(C)NC(=O)N(C)C[C@@H]1Oc2ncc(C#Cc3ccc(F)cc3)cc2C(=O)N([C@@H](C)CO)C[C@@H]1C	0.5
COc1ccc(NC(=O)Nc2ccc3c(c2)[C@@H]2C[C@@H](CC(=O)NCc4ccccc4F)O[C@@H](CO)[C@@H]2O3)cc1	-0.2
C[C@H]1CN([C@@H](C)CO)C(=O)Cc2cc(NC(=O)Nc3ccc4c(c3)OCO4)ccc2O[C@H]1CN(C)C	3.2
Cc1cc(C(=O)Nc2cccc3c2O[C@@H](CN(C)C(=O)Nc2ccc4c(c2)OCO4)[C@H](C)CN([C@H](C)CO)C3=O)n(C)n1	-0.6
COC(=O)C(CC#Cc1ccc2c(c1)[C@]1(C(=O)N2)[C@H](c2ccc(OCCO)cc2)N2[C@H](c3ccccc3)[C@H](c3ccccc3)OC(=O)[C@H]2[C@@H]1C(N)=O)C(=O)OC	2.1
CC(C)NC(=O)N(C)C[C@@H]1Oc2ccc(NC(=O)CCCN(C)C)cc2CC(=O)N([C@@H](C)CO)C[C@H]1C	7.9
C[C@@H]1CN([C@H](C)CO)S(=O)(=O)c2ccc(C#Cc3ccccn3)cc2O[C@H]1CN(C)C	1.1
C[C@@H]1CCCCO[C@@H](CN(C)Cc2ccccc2)[C@H](C)CN([C@@H](C)CO)C(=O)c2cc(NS(=O)(=O)c3cccs3)ccc2O1	-0.2
COc1ccc(NC(=O)Nc2cccc3c2O[C@H](CN(C)S(=O)(=O)c2ccc(F)cc2)[C@@H](C)CN([C@@H](C)CO)C3=O)cc1	-3.9
COc1ccc(S(=O)(=O)Nc2cccc3c2O[C@@H](CN(C)CC2CC2)[C@@H](C)CN([C@H](C)CO)C3=O)cc1	-0.1
COc1ccc(S(=O)(=O)Nc2cccc3c2O[C@@H](CN(C)C(=O)Nc2ccccc2)[C@H](C)CN([C@H](C)CO)C3=O)cc1	-2.1
COc1ccc(NC(=O)N(C)C[C@@H]2OCCCC[C@H](C)Oc3ccc(NS(=O)(=O)c4cn(C)cn4)cc3C(=O)N([C@@H](C)CO)C[C@@H]2C)cc1	0.3
C[C@@H]1CN([C@@H](C)CO)C(=O)c2cc(NC(=O)CCC(F)(F)F)ccc2O[C@H]1CN(C)C(=O)Nc1cccc2ccccc12	1.6
C[C@@H]1CCCCO[C@@H](CN(C)Cc2ccc(C(F)(F)F)cc2)[C@H](C)CN([C@@H](C)CO)C(=O)c2cc(NC(=O)Nc3ccccc3)ccc2O1	-10.0
O=C(OCC1=CC(O)C2C=CO[C@@H](O[C@@H]3O[C@H](CO)[C@@H](O)[C@H](O)[C@H]3O)C12)c1ccccc1 (stereo not given in full)	0.5
Cc1ccc(S(=O)(=O)Nc2ccc3c(c2)CC(=O)N([C@@H](C)CO)C[C@@H](C)[C@@H](CN(C)Cc2ccc4c(c2)OCO4)O3)cc1	15.6
Cc1ccc(S(=O)(=O)Nc2ccc3c(c2)C(=O)N([C@@H](C)CO)C[C@H](C)[C@@H](CN(C)C(=O)NC2CCCCC2)O3)cc1	1.6
Cc1ccccc1-c1cnc2c(c1)C(=O)N([C@H](C)CO)C[C@@H](C)[C@H](CN(C)CC1CCOCC1)O2	3.4
C[C@@H]1CN([C@H](C)CO)C(=O)c2cc(NS(=O)(=O)c3ccccc3)ccc2O[C@@H]1CN(C)C(=O)Nc1ccc(F)cc1	-4.8
COc1cccc(NC(=O)N(C)C[C@@H]2OCc3cnnn3CCCC(=O)N([C@H](C)CO)C[C@H]2C)c1	2.0
C[C@@H]1CN([C@@H](C)CO)C(=O)c2cc(Br)cnc2O[C@@H]1CN(C)C(=O)NC1CCCC1	3.0
C[C@@H]1CN([C@@H](C)CO)C(=O)c2cc(NC(=O)Nc3ccc(F)cc3)ccc2O[C@@H]1CN(C)Cc1ccc(C(=O)Nc2ccccc2N)cc1	1.8
CCC(=O)OCC(=O)[C@@]1(OC(=O)CC)[C@@H](C)C[C@H]2[C@@H]3CCC4=CC(=O)C=C[C@]4(C)[C@@]3(Cl)[C@@H](O)C[C@@]21C	-3.5
COc1ccc(NC(=O)N(C)C[C@@H]2Oc3ccc(NS(=O)(=O)c4cn(C)cn4)cc3CC(=O)N([C@H](C)CO)C[C@H]2C)cc1	3.6
C[C@H](CO)N1C[C@H](C)[C@@H](CN(C)C(=O)C2CCOCC2)Oc2cc(C3=CCCCC3)ccc2S1(=O)=O	2.8
C[C@@H]1CN([C@H](C)CO)C(=O)c2cc(NC(=O)CCC(F)(F)F)ccc2O[C@H]1CN(C)CC1CCCCC1	-217.4
C[C@H](CO)N1C[C@H](C)[C@@H](CN(C)C(=O)Nc2ccc(C(F)(F)F)cc2)OCCCC[C@H](C)Oc2ccc(NC(=O)c3ccncc3)cc2C1=O	-5.2
CC(C)CC#Cc1cnc2c(c1)C(=O)N([C@H](C)CO)C[C@@H](C)[C@@H](CN(C)S(=O)(=O)c1cn(C)cn1)O2	2.1
C[C@@H]1CN([C@H](C)CO)C(=O)c2cc(NS(=O)(=O)c3cccs3)ccc2O[C@@H]1CN(C)Cc1ccc(C(=O)Nc2ccccc2N)cc1	-4.8
C[C@@H]1CN([C@H](C)CO)C(=O)c2cc(-c3ccccc3F)cnc2O[C@H]1CN(C)C	-0.4
C[C@@H]1CN([C@@H](C)CO)C(=O)Cc2cc(NS(=O)(=O)c3ccc(Cl)cc3)ccc2O[C@@H]1CN(C)S(=O)(=O)c1ccc(F)cc1	5.5
O=C(N[C@H]1CC[C@H](CC(=O)N2CCc3ccccc3C2)O[C@H]1CO)C1CCC1	2.2
C[C@@H]1CN([C@H](C)CO)C(=O)c2cc(NS(=O)(=O)c3cn(C)cn3)ccc2O[C@@H]1CN(C)C(=O)Nc1ccc(F)cc1	9.6
O=C(C[C@@H]1C=C[C@@H](NS(=O)(=O)c2ccc(F)cc2)[C@@H](CO)O1)NC1CCCCC1	5.7
CCCNC(=O)N(C)C[C@@H]1Oc2cc(-c3cccnc3)ccc2S(=O)(=O)N([C@H](C)CO)C[C@@H]1C	9.9
C[C@H]1CN([C@@H](C)CO)S(=O)(=O)c2ccc(C#CCN(C)C)cc2O[C@@H]1CN(C)C(=O)C1CC1	-6.5
O=C(Nc1ccccc1)Nc1ccc2c(c1)[C@@H]1C[C@@H](CC(=O)N3CCCCC3)O[C@@H](CO)[C@@H]1O2	-2.3
CNC[C@@H]1Oc2c(NC(=O)Nc3ccc(C(F)(F)F)cc3)cccc2C(=O)N([C@@H](C)CO)C[C@H]1C	0.3
C[C@H](CO)N1C[C@H](C)[C@H](CN(C)Cc2ccc(C(=O)Nc3ccccc3N)cc2)Oc2ccc(NC(=O)CCN3CCOCC3)cc2C1=O	-0.7
O=C(C[C@H]1CC[C@H](NC(=O)Nc2ccc3c(c2)OCO3)[C@@H](CO)O1)NCc1ccc(Cl)cc1	5.7
C[C@H]1CN([C@@H](C)CO)C(=O)Cc2cc(NS(C)(=O)=O)ccc2O[C@@H]1CN(C)Cc1ccc2c(c1)OCO2	5.5
COc1ccc(S(=O)(=O)N(C)C[C@H]2Oc3ccc(NS(=O)(=O)c4cn(C)cn4)cc3C(=O)N([C@@H](C)CO)C[C@H]2C)cc1	6.8
COc1ccc(NC(=O)Nc2ccc3c(c2)CC(=O)N([C@H](C)CO)C[C@H](C)[C@@H](CN(C)S(=O)(=O)c2cccs2)O3)cc1	-4.4
CC(=O)CC(=O)N1C(=O)N(C)[C@@]2(C)Oc3ccccc3[C@@H]1[C@H]2COC(=O)c1ccccc1	1.6
CNC[C@@H]1OCCCC[C@H](C)Oc2ccc(NS(=O)(=O)c3c(C)noc3C)cc2C(=O)N([C@@H](C)CO)C[C@H]1C	2.9
Cc1ccc(S(=O)(=O)N(C)C[C@@H]2Oc3cc(C#Cc4ccncc4)ccc3S(=O)(=O)N([C@H](C)CO)C[C@@H]2C)cc1	5.7
Cc1noc(C)c1S(=O)(=O)N(C)C[C@H]1Oc2ccc(NS(=O)(=O)c3ccc(Cl)cc3)cc2C(=O)N([C@H](C)CO)C[C@H]1C	-5.2
Cc1noc(C)c1S(=O)(=O)Nc1ccc2c(c1)C(=O)N([C@@H](C)CO)C[C@@H](C)[C@@H](CN(C)CC1CC1)O2	4.7
C[C@@H]1CN([C@@H](C)CO)S(=O)(=O)c2ccc(Br)cc2O[C@@H]1CN(C)Cc1cncnc1	-7.6
C[C@H]1CCCCO[C@H](CN(C)C)[C@@H](C)CN([C@@H](C)CO)C(=O)c2cc(NS(=O)(=O)c3ccc(Cl)cc3)ccc2O1	-0.2
C[C@@H]1CN([C@H](C)CO)C(=O)c2cc(-c3cccnc3)cnc2O[C@@H]1CN(C)C(=O)NC1CCCC1	4.3
COc1ccc(-c2cnc3c(c2)C(=O)N([C@@H](C)CO)C[C@@H](C)[C@@H](CN(C)C(=O)Cc2ccncc2)O3)cc1	0.0
Cc1ccc(C2CC(=O)NC(SCC(=O)OC(C)C)=C2C#N)cc1 (stereo not given)	6.1
C[C@H]1CN([C@@H](C)CO)C(=O)Cc2cc(NC(=O)CCN3CCOCC3)ccc2O[C@@H]1CN(C)C(=O)Nc1ccccc1	-0.5

Given in CSV form: six of the compounds above.
Molecule,NSD2 inh
CNC[C@@H]1OCCCC[C@H](C)Oc2ccc(NS(=O)(=O)c3c(C)noc3C)cc2C(=O)N([C@@H](C)CO)C[C@H]1C,2.9
COc1ccc(S(=O)(=O)N(C)C[C@H]2Oc3ccc(NS(=O)(=O)c4cn(C)cn4)cc3C(=O)N([C@@H](C)CO)C[C@H]2C)cc1,6.8
Cc1ccc(S(=O)(=O)N(C)C[C@@H]2Oc3cc(C#Cc4ccncc4)ccc3S(=O)(=O)N([C@H](C)CO)C[C@@H]2C)cc1,5.7
Cc1noc(C)c1S(=O)(=O)N(C)C[C@H]1Oc2ccc(NS(=O)(=O)c3ccc(Cl)cc3)cc2C(=O)N([C@H](C)CO)C[C@H]1C,-5.2
CC(=O)CC(=O)N1C(=O)N(C)[C@@]2(C)Oc3ccccc3[C@@H]1[C@H]2COC(=O)c1ccccc1,1.6
O=C(Nc1ccccc1)Nc1ccc2c(c1)[C@@H]1C[C@@H](CC(=O)N3CCCCC3)O[C@@H](CO)[C@@H]1O2,-2.3

Additional structures:
SMILES	NSD2 inh
O=C(C1=C[C@@H](c2ccc3c(c2)OCO3)C[C@@H](OCc2ccc(CO)cc2)O1)N1CCCCC1	1.0
C[C@@H]1CN([C@H](C)CO)C(=O)c2cccc(NS(=O)(=O)c3ccc(Cl)cc3)c2O[C@@H]1CN(C)Cc1ccncc1	3.7
COc1ccc(NC(=O)Nc2ccc3c(c2)C(=O)N([C@H](C)CO)C[C@H](C)[C@H](CN(C)Cc2ccc4c(c2)OCO4)OCCCC[C@H](C)O3)cc1	-3.1
COCCOC(=O)N1C(=O)[C@@]2(c3cc(C#CCC(C(=O)OC)C(=O)OC)ccc31)[C@H](C(N)=O)[C@H]1C(=O)O[C@H](c3ccccc3)[C@H](c3ccccc3)N1[C@@H]2c1ccccc1OCCO	1.4
C[C@H]1CN([C@@H](C)CO)S(=O)(=O)c2ccc(C#CCC3CCCC3)cc2O[C@@H]1CN(C)C(=O)CN(C)C	7.3
COc1cccc(NC(=O)N(C)C[C@H]2Oc3ncc(C4=CCCCC4)cc3C(=O)N([C@H](C)CO)C[C@@H]2C)c1	1.2
C[C@H]1CN([C@@H](C)CO)C(=O)c2cc(-c3cncnc3)cnc2O[C@@H]1CN(C)Cc1ccc(Oc2ccccc2)cc1	-0.9
C[C@H]1CN([C@@H](C)CO)C(=O)c2cc(NS(=O)(=O)c3ccc(Cl)cc3)ccc2O[C@@H]1CN(C)Cc1ccc(C(F)(F)F)cc1	-5.6
CCC(=O)N(C)C[C@@H]1Oc2ncc(C#CC(C)C)cc2C(=O)N([C@H](C)CO)C[C@H]1C	-4.5
CS(=O)(=O)Nc1ccc2c(c1)[C@H]1C[C@@H](CC(=O)NCc3ccccc3)O[C@H](CO)[C@H]1O2	1.5
CCCNC(=O)N(C)C[C@@H]1Oc2cc(C#CCOC)ccc2S(=O)(=O)N([C@@H](C)CO)C[C@H]1C	-5.4
C[C@H]1CN([C@@H](C)CO)S(=O)(=O)c2ccc(Br)cc2O[C@H]1CN(C)C(=O)CC1CC1	-3.9
O=C(Nc1ccccc1)N[C@H](Cc1ccccc1)Cn1cc(CN2C(=O)COC[C@H]2c2ccccc2)nn1	-5.0
C[C@@H]1CN([C@@H](C)CO)S(=O)(=O)c2ccc(C#C[C@@H](C)O)cc2O[C@@H]1CN(C)Cc1cncnc1	15.5
CCCC#Cc1cnc2c(c1)C(=O)N([C@H](C)CO)C[C@H](C)[C@H](CN(C)C(=O)c1ccc(F)cc1)O2	-7.3
Cc1ccc(S(=O)(=O)N(C)C[C@H]2OCCCC[C@H](C)Oc3ccc(NC(=O)Cc4ccccc4)cc3C(=O)N([C@H](C)CO)C[C@@H]2C)cc1	4.1
COc1ccccc1NC(=O)N[C@H]1C=C[C@@H](CC(=O)N[C@@H](C)c2ccccc2)O[C@@H]1CO	-3.8
C[C@@H]1CCCCO[C@@H](CN(C)S(=O)(=O)c2ccc(Cl)cc2)[C@@H](C)CN([C@H](C)CO)C(=O)c2cc(NC(=O)c3ccccc3)ccc2O1	-3.3

Screens: PubChem, Broad Institute
